# Screening results: PubChem BioAssay, National Center for Advancing Translational Sciences (NCATS)
# POLK inh – inhibitors of human DNA polymerase kappa; Potency, µM (highest dose often 107 µM), without a hit: at the highest dose activity, negative = inhibition, usual class: inhibitors; 0.53% of 400,000 active; purified Pol kappa, fluorescent DNA synthesis assay, 10 min; Q9UBT6; note: potency is the fitted concentration of half-maximal effect; % is set by controls: 0 for no effect and ±100 for the full control effect
#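 Pol kappa 10 nM + cpd, 15 min RT; start w/ substrate 50 nM final; fluorescence kinetic read, 0 and 10 min. Neg ctrl: buffer, no enzyme.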
# Apoferritin bind – candidate novel general anesthetic via apoferritin binding; AID 485281; 0.074% of 350,000 active; apoferritin/1-aminoanthracene competitive binding, fluorescence; Potency, µM (series often up to 77.5 µM), for the others: at the top dose activity change, negative = displacement, hits mostly inhibitors; note: potency is the fitted concentration of half-maximal effect; % is set by controls: 0 for no effect and ±100 for the full control effect; nearly all actives have a fitted effect of over 20% in size
#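 10 uM apoferritin + 50% sat. 1-AMA, PBS; cpd 10 min RT; Ex380/Em535 endpoint; normalized to free probe vs complex; 4-param Hill fit; propofol titration as pos. ctrl.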
# BLM helicase inh – blocks DNA unwinding by human BLM helicase; AID 2528; P54132; Potency, µM (top dose mostly 56.1 µM), without a hit: top-dose activity change, negative = inhibition, most hits filed as inhibitors; recombinant BLM DNA unwinding, fluorescence dequenching; 0.2% of 350,000 active;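 note: potency is the fitted concentration of half-maximal effect; plate controls were vehicle for no effect and no enzyme for full effect; nearly all actives have a fitted effect of over 35% in size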
# ALOX12 inh – ALOX12 (human) lipoxygenase inhibition; P18054; Potency, µM (highest dose often 108 µM), for the others: at the highest dose activity change, negative = inhibition, hits mostly inhibitors; purified 12hLO, xylenol orange hydroperoxide absorbance; 1.1% of 580,000 active; AID 1671190; note: potency is the fitted concentration of half-maximal effect; % is set by controls: 0 for no effect and ±100 for the full control effect
#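 Purified human 12hLO at 150 nM in 25 mM Hepes, 0.01% Triton X-100, pH 7.0, preincubated 15 min at room temperature with compound. Reaction started with 40 uM arachidonic acid, 30 min at room temperature. Hydroperoxide measured by Fe-xylenol orange, 573/405 nm absorbance ratio.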
# Pol iota inh – inhibitors of human DNA polymerase iota. Q9UNA4. Pol iota fluorescent replication assay, 10 min. Potency, µM (series often up to 115 µM), for inactives: at the highest dose activity, negative = inhibition, most hits filed as inhibitors. 1% of 390,000 active. AID 588590; note: potency is the fitted concentration of half-maximal effect
# Target sequence (Q9UNA4 whole entry, looked up): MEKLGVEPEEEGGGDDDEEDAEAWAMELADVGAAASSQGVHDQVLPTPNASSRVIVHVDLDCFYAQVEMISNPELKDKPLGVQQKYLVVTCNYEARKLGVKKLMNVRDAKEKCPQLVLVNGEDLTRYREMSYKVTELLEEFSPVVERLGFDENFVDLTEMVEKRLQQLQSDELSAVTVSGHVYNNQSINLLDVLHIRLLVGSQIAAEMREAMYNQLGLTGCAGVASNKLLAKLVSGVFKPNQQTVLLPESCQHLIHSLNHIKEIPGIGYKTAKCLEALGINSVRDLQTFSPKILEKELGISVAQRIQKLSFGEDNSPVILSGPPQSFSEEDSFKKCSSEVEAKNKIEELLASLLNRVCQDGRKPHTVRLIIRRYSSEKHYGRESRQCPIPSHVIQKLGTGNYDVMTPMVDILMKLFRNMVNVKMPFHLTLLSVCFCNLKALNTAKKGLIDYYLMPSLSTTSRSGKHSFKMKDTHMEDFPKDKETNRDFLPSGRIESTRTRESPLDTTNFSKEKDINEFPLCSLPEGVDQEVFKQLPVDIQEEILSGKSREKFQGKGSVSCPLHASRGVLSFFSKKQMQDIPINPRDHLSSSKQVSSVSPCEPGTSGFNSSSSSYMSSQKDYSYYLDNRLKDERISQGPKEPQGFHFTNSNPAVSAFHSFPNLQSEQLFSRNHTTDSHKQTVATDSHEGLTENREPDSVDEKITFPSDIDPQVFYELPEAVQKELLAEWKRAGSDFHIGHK
#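 Pol iota at 10 nM preincubated 15 min with compounds at room temperature; reaction started with fluorescent substrate, 50 nM final. Fluorescence read kinetically at 0 and 10 min; buffer-only wells as negative control.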
# POLB inh – DNA polymerase beta (human) inhibition; P06746; Pol beta primer extension/strand displacement, fluorescence kinetic; Potency, µM (titrated, usually from 114 µM), without a hit: at the highest dose activity change, negative = inhibition, most hits filed as inhibitors; 1.3% of 340,000 active; note: potency is the fitted concentration of half-maximal effect; % is set by controls: 0 for no effect and ±100 for the full control effect
#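 Values derive from four-parameter Hill fits of normalized kinetic data: reads at 0 and 10 min following addition of 50 nM substrate to 10 nM Pol beta preincubated 15 min with compound.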
# TRHR agonist – agonists of human TRH receptor | P34981 | 0.18% of 360,000 active | TRHR cells, calcium flux fluo-8, FDSS agonist mode | activation, % at 2 µM | AID 493084; in the data active = activation above about 30%; note: 0% is about no effect
#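 Read-out: compound-evoked intracellular calcium rise in TRHR cells, fluo-8 dye, kinetic FDSS fluorescence at 1 s/cycle following a 10-cycle baseline. Cells cultured overnight before dye loading (30 min–1.5 h, RT).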
# APEX1 inh – APE1 (human) endonuclease inhibition; Potency, µM (titrated, usually from 65.8 µM), for inactives: at the top dose activity change, negative = inhibition, usual class: inhibitors; P27695; 0.35% of 350,000 active; recombinant APE1, TAMRA/BHQ-2 abasic DNA cleavage fluorescence;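 note: potency is the fitted concentration of half-maximal effect; plate controls were vehicle for no effect and reference inhibitor for full effect; nearly all actives have a fitted effect of over 55% in size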
# Target sequence (P27695 whole entry, looked up): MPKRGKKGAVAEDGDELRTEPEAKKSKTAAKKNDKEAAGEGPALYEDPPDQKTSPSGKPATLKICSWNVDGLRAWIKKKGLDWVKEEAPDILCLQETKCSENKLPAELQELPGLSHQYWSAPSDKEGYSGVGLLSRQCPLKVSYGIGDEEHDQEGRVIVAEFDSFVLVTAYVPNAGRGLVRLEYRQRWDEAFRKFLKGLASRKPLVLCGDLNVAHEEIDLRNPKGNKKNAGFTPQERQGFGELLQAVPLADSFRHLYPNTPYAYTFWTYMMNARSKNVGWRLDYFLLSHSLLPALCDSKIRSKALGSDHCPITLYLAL
#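 Kinetic fluorescence read (525 ex/598 em nm, three reads 60 s apart) of AP-site incision; signal = third minus first read. Enzyme 0.75 nM, dual-labelled THF duplex 50 nM, compound preincubation 15 min RT.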
# ERG-DNA inh – blocks human ERG Ets domain binding to DNA | P11308 | fluorescence polarization, His-ERG Ets domain / labelled DNA | Potency, µM (top dose mostly 76.9 µM), without a hit: at the highest dose FP activity, negative = inhibition, most hits filed as inhibitors | 0.028% of 370,000 active; active = well fitted inhibition curve with a large enough effect in the polarisation, with a control signal flat; inconclusive = small, poorly fitted or top-dose-only effect, or effect the other way, or a change in a side signal; inactive = no such curve, though single readings can be large or run the other way; the % refers to the polarisation;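 note: polarization taken with two DNA probes labelled with fluorescein and Texas red; potency is the fitted concentration of half-maximal effect; % of control where 0% means no effect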
#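 His-tagged ERG Ets domain (1 uM in the protein solution; 300mM KCl, 50mM Tris-HCl, 1mM EDTA, 1mM DTT, pH 7.5) received compound, then a probe mix of 5 nM fluorescein-DNA and 100nM Texas-615-DNA. Fluorescence polarization was read for both dyes.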
# Starred values were filed as active, the others as inactive; i = inactive; ? = inconclusive; . = not tested or not shown; & = joins results of further samples; [ ] = dose if it differs, or a comment. Unless noted, calls come from the whole dose curve; as a rule, active = well fitted curve in the direction sought with a large enough effect; inconclusive = small, poorly fitted or top-dose-only effect, or another doubt; inactive = no such curve, though single readings can be large; an effect the other way counts as inactive or inconclusive. Some of the compounds tested; the hit share may differ from the screen's.
molecule,POLK inh,Apoferritin bind,BLM helicase inh,ALOX12 inh,Pol iota inh,POLB inh,TRHR agonist,APEX1 inh,ERG-DNA inh
O=C(c1cccs1)N1CCCC(N2CCN(c3ccc(F)cc3)CC2)C1 (stereo not given),2%,-6%,-1%,-6%,17%,10%,-0.3,54%,-7%
CCOc1ccc(NC(=O)Nc2nc3ccc(S(C)(=O)=O)cc3s2)cc1,3%,1%,-7%,-14%,?,18%,0.8,-5%,-5%
CCc1ccccc1Nc1nc(N)nc(COC(=O)C2CCN(C(=O)c3ccc(F)cc3)CC2)n1,-6%,.,.,-8%,23%,.,0.3,-4%,-1%
O=C(NCc1ccccc1)c1ccc(NC(=O)C2CCCC2)cc1,0%,.,.,21%,36%[activator],.,.,.,2%
Cc1ccc(N2C(=O)N(CC(=O)N3CCCc4ccccc43)C(=O)C2C)cc1 (stereo not given),-13%,-6%,-2%,-8%,-27%,4%,-0.8,3%,1%
CC(C)NC(=O)C1CCN(C2CCN(C(=O)C3=CCCC3)CC2)CC1,-4%,-3%,-3%,-3%,30%,1%,-0.6,-2%,-6%
Cc1ccc(S(=O)(=O)N(C)CC(=O)N2CCN(Cc3ccc4c(c3)OCO4)CC2)cc1,-16%,-4%,-1%,-9%,-8%,5%,-0.1,11%[12.4 µM],-8%
COC(=O)Nc1sc2c(c1C(=O)NCc1ccco1)CCCC2,-9%,-3%,-13%,-18%,?,6%,-0.4,-12%,-4%
O=S(Cc1ccc(Cl)cc1)CC(O)(c1ccccc1)c1ccccc1 (stereo not given),-16%,-14%,-6%,-10%,40%,18%,-0.4,18%,-4%
Nc1ccc(Cc2ccc([N+](=O)[O-])cc2)cc1,-7%,.,.,3%,29%,.,.,.,1%
Cn1c(=O)oc2cc(S(=O)(=O)N3CCCC(C(=O)N4CCN(c5ccccc5F)CC4)C3)ccc21 (stereo not given),-1%,-8%,-4%,-1%,0%,29%,-1.3,.,-4%
O=C(CC(O)(CC(=O)OCc1ccccc1)C(=O)OCc1ccccc1)OCc1ccccc1,0%,.,.,-7%,2%,.,.,.,-9%
Cc1ccc(NC(=S)N(C)C)cc1C,-10%,-5%,-1%,97%[activator],-13%[58.9 µM],20%,0.6,-4%,-9%
O=C(CCN1C(=O)c2ccccc2C1=O)Nc1ccc(F)cc1,-2%,-6%,-1%,14%,33%[activator],-14%,0.1,3%,.
O=[N+]([O-])c1ccc(Cl)c(/C=N/NC(=S)Nc2ccccc2)c1,-7%,-16%,-4%,26%,15%,21%,.,11%,-1%
CCCOc1cccc(C(=O)Nc2cccc3ncccc23)c1,-10%,-8%,-10%,0%,-2%,19%,0.3,15%,4%
O=C(Nc1nnc(COc2ccc(Cl)cc2)s1)C1CCCO1 (stereo not given),-20%,-17%,-2%,?,3%,-7%,0.0,-3%,2%
Cn1c(=O)c(C(=O)NCCc2ccc(Cl)cc2)c(O)c2ccccc21,3%,34%[activator],-5%,-27%,-27%,23%,0.3,48%,-14%
CN(C)c1ccnc(NCc2ccccc2)c1C#N,-2%,?,3%,-22%,11%,-23%,-0.2,2%,-5%
COc1ccc(CN2CCC(C(=O)c3ccc(Cl)cc3)CC2)cc1,2%,-18%,-3%,1%,22%,2%,0.3,15%,20%
CC(=O)c1cn(-c2ccc(Cl)cc2)c(=O)[nH]c1=O,2%,-8%,-1%,-8%,28%,29%,-0.3,-6%,0%
O=C(CN1CCCCCCC1)N/N=C/c1ccc(F)c(F)c1,2%,-7%,1%,?,?,29%,0.6,0%,6%
O=C(c1ccccc1)N1N=C(c2ccccc2O)CC1c1ccccc1 (stereo not given),-6%,0%,-10%,369%[activator],57%[activator],-6%,0.1,15%,-17%
Cc1oc(-c2ccc(Cl)cc2)nc1CN1CCCC(C(=O)NCCCN2CCOCC2)C1 (stereo not given),-14%,-15%,5%,?,-1%,13%,-0.4,1%,-11%
CCOC(=O)c1ccc(NC(=O)Cn2nnc(-c3ccc(C)cc3)n2)cc1,-7%,-10%,-17%,9%,1%,-12%,1.1,24%,2%
CSc1nc(SCCN(C)C)c2c3c(sc2n1)COC(C)(C)C3,-4%,-13%,2%,13%,-13%,-7%,0.6,2%,-15%[15.4 µM]
COc1ccc(-c2nnc(SCC(=O)NCc3cccs3)n2C(C)C)cc1,-9%,-11%,-6%,124%[activator],20%,12%,-1.0,2%,9%
CC(=O)c1cccc(NC(=O)NNC(=O)c2ccc(-c3ccccc3)cc2)c1,-8%,-2%,-2%,i,5%,21%,0.5,6%,5%
Cc1nc(Nc2nc3ccccc3o2)nc2c1CCC2,-17%,-10%,0%,-19%,2%,7%,-0.9,0%,3%
CCOc1cc(/C=N\NC(=O)C2C(=O)NCC2c2ccccc2)ccc1OC (stereo not given),-2%,-12%,5%,11%,15%,13%,0.4,3%,-1%
CC(C)(C)OC(=O)NCc1ccc(NC(=O)c2nc[nH]c2C(=O)NCCCNC(=O)c2[nH]cnc2C(=O)Nc2ccc(CNC(=O)OC(C)(C)C)cc2)cc1,-8%,.,.,.,5%,.,.,-21%,5%
NS(=O)(=O)c1ccc(NC(=S)NC(=O)c2ccc(Br)o2)cc1,-11%,1%,-7%,-5%,63%[activator],?,-1.0,2%,-4%
C/C(=N\NC(=O)c1nnn(-c2nonc2N)c1-c1cccs1)c1ccc(O)cc1,3%,-5%,-3%,13%,28%,-2%,0.1,34%,4%
c1ccc(C(c2ccccc2)N2CCCC3(CCNCC3)C2)cc1,-6%[60.1 µM],.,4%,2%[57.4 µM],.,.,.,-2%,.
CCOP(=O)(OCC)C(NC(=O)NS(=O)(=O)c1ccc(C)cc1)c1ccccc1 (stereo not given),0%,3%,-3%,12%,28%,-2%,0.5,1%,4%
Cc1ccc2nsnc2c1S(=O)(=O)NCCc1c(C)[nH]c2ccc(F)cc12,-5%,-23%,-2%,1%,-3%,-3%,0.2,1%,-3%
CCCCN(CC)CCCNC(=O)Cn1nc(Cc2ccncc2)c2ccccc2c1=O,-5%,-9%,3%,8%,9%[58.9 µM],24%,0.0,0%,13%
COc1ccc(CCNc2nc3ccc(C)cc3n3cnnc23)cc1OC,-13%&2%,-6%&6%,-4%&1%,3%&-1%,-17%&10%,9%&14%,0.3&-0.3,2%,-1%&1%
Cc1ccc2c(c1)/C(=N/OC(=O)c1ccc(F)cc1)CCS2,-13%,-12%,2%,0%,14%,17%,0.1,-3%,0%
CCN(CC)C(=S)SCC(=O)Nc1ncc2c(n1)CC(C)(C)CC2=O,-4%,-3%,-4%,0%,-3%,3%,-0.1,0%,-1%
COC(=O)/C=C/c1ccc2c(c1)S(=O)(=O)N(c1cccc(OC)c1)[C@H]2CC(=O)OC,-3%&-20%,.,.,1%,?,.,.,.,-12%
CCOC(=O)c1ccc(N2CCN(c3ccccc3F)CC2)c(NC(=O)Nc2ccc(Cl)c(Cl)c2)c1,0%[60.1 µM],-5%,-8%,?,12%,-24%,0.1,.,0%
COc1ccc(C(=O)CSc2n[nH]c(-c3ccco3)n2)cc1,-19%,-10%,-9%,-5%,-6%,0%,0.1,-1%,6%
Cc1noc(C)c1NC(=O)N(C)C[C@@H]1Oc2ccc(NC(=O)CCC(F)(F)F)cc2CC(=O)N([C@@H](C)CO)C[C@@H]1C,6%,.,.,-72%,0%,.,.,-2%,-2%
Cc1cccnc1NC(=O)CCC(=O)c1cccs1,-14%,.,.,238%[activator],?,.,1.0,-11%,-1%
O=C(NCCN1CCCCC1)c1cc2ccccc2[nH]1,-8%,-10%,-7%,?,7%,7%,1.5,1%,-4%
CSC1=N/C(=C\c2ccc(C)s2)C(=O)S1,-3%,-2%,1%,-18%,16%,1%,-0.1,-5%,10%
S=C(Nc1ccccc1)NC1CCN(Cc2ccccc2)CC1,-12%,-4%,5%,-2%,49%[activator],36%,2.1,2%,2%
CC1CCCCC1NC(=O)CN(C)S(=O)(=O)c1ccc2c(c1)CCC(=O)N2 (stereo not given),-4%,-4%,1%,-3%,47%[activator],17%,-0.3,0%,-3%
O=S(=O)(Nc1ccc(S(=O)(=O)Nc2ncccn2)cc1)c1ccc(Cl)cc1,-4%,-3%,1%,?,48%[activator],17%,-0.4,30%,-1%
O=C(CSc1nnnn1-c1ccc(C(=O)O)cc1)NC1CCCCC1,-8%,6%,-3%,-24%,14%,8%,0.6,26%,16%
CCCCn1c(=O)nc2n(-c3ccc(F)cc3)c3ccccc3cc-2c1=O,2%,29%,-2%,-27%,-17%,-2%,-0.4,.,-6%
COC(=O)C(C(C)=O)C1=C/C(=N\S(=O)(=O)c2ccc(C)cc2)c2ccccc2C1=O (stereo not given),-10%,-15%,-10%,.,34%[activator],-2%,-0.1,4%,-1%
CCCN1C(=O)c2ccc(C(=O)Nc3nccs3)cc2C1=O,-2%,0%,-2%,-12%,-9%,-19%,-2.1,1%,-11%
COc1ccc(C2Nc3ccccc3-c3nnc(SC)nc3O2)cc1C (stereo not given),7%,0%,-4%,-23%,7%,32%,0.0,.,-14%
